D2 antag: HTS Assay for Allosteric Antagonists of the Human D2 Dopamine Receptor: Primary Screen for Antagonists. D(2) dopamine receptor (Homo sapiens), P14416. HEK293 TREx D2 cells, calcium flux, dopamine EC80. inhibition, % at 10 µM. 340,000 compounds, 2% hits. AID 485344, 2010; in the data active means inhibition above about 30%; further: 0% is about no effect
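Measurement of antagonist activity uses fluorescent calcium dye in inducible HEK293 T-REx D2 cells: 10 s baseline, compound addition with 180 s read, EC80 dopamine addition with a further 180 s read.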
rTrxR1 inhibitor: qHTS Assay for Inhibitors of Mammalian Selenoprotein Thioredoxin Reductase 1 (TrxR1): qHTS | AID 588453, 2011 | recombinant rTrxR1, NADPH fluorescence consumption, selenite substrate | 390,000 compounds, 1% hits | Potency, µM (doses to about 114 µM), inactives show top-dose activity change, negative = inhibition, usual class: inhibitors; further: potency means the concentration at half of the fitted maximal effect; on the % scale 0 is the no-effect control and ±100 the full control effect; nearly all actives have a fitted effect of over 65% in size
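Rat TrxR1 (90 nM in the dispensed reagent) was pre-reduced with 400 uM NADPH for 5 min at room temperature, then incubated with compound for 15 min. After 400 uM selenite was added, NADPH fluorescence (Ex 340/Em 450 nm) was followed for 8 min.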
TrxR1 substrate: qHTS Assay for Substrates of Mammalian Selenoprotein Thioredoxin Reductase 1 (TrxR1): qHTS; Thioredoxin reductase 1, cytoplasmic (Rattus norvegicus), O89049; purified TrxR1 substrate turnover, NADPH consumption readout; Potency, µM (doses to about 114 µM), without a hit: at the highest dose activity change, negative = substrate turnover; 390,000 compounds, 0.01% hits; further: potency means the concentration at half of the fitted maximal effect; on the % scale 0 is the no-effect control and ±100 the full control effect; nearly all actives have a fitted effect of over 50% in size
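Rat TrxR1, dispensed at 90 nM, was prereduced with 400 uM NADPH (final) for 5 min at ~22 deg C, then incubated with compound 15 min before 400 uM selenite. A first-read NADPH fluorescence drop versus no-compound background flagged substrates.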
TRHR enhancer: qHTS for Small Molecule Agonists and Allosteric Enhancers of Human TRH Receptor: Primary Screen for Enhancers; 360,000 compounds, 0.66% hits; AID 493056, 2011; TRHR cells, fluo-8 calcium fluorescence, EC20 TRH enhancement; Thyrotropin-releasing hormone receptor (Homo sapiens), P34981; enhancement, % at 2 µM; in the data active means enhancement above about 30%; further: 0% is about no effect
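TRHR-expressing cells loaded with fluo-8 calcium dye were read kinetically (ex 480/em 530) during compound addition, then stimulated with an EC20 of TRH (10 nM final). Enhancement of the Gq-mediated intracellular calcium response was scored.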
PI4K2A block: qHTS for small molecular inhibitors of PI4K2A | activity change, negative = inhibition, % at 76.9 µM | 420,000 compounds, 0.13% hits | purified PI4K2A, ADP-Glo luminescence, 1 h; active compounds read low | AID 1346378, 2018 | Phosphatidylinositol 4-kinase type 2-alpha (Homo sapiens), Q9BTU6; in the data active means activity change below about -50%; inconclusive means mostly about -30% to -49%;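 further: -100% = wells without enzyme as full effect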
Target sequence (Q9BTU6 whole entry, looked up): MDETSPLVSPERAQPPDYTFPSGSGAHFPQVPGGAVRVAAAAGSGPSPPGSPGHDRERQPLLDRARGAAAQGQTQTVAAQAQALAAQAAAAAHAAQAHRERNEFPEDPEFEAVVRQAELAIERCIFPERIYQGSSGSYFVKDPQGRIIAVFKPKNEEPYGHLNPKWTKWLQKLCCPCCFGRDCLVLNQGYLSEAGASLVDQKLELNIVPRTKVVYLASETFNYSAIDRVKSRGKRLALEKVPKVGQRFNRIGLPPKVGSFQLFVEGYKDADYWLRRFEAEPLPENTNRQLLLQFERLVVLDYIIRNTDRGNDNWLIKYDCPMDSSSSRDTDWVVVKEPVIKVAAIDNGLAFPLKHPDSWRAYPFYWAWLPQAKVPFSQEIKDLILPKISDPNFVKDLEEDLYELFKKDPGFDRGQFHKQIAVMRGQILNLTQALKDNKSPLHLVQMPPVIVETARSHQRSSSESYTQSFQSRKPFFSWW
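Compounds are screened against recombinant PI4K2A using PI as substrate and ATP, the latter dispensed at 300 microM. Reactions run one hour at ambient temperature before ADP-Glo detection; full inhibition defined by wells lacking enzyme.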
D2 agonist: HTS Assay for Allosteric Agonists of the Human D2 Dopamine Receptor: Primary Screen for Agonists; HEK293 T-REx D2 cells, calcium flux agonist mode; activation, % at 2 µM; 340,000 compounds, 0.53% hits;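 active means activation over 3 SD above normal in the single-dose calcium agonist read, cut at about 30% in these data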; further: 0% is about no effect
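HEK293 Trex D2 cells, tetracycline-induced, o/n 30 C 5% CO2; no-wash Ca dye, RT 30–90 min; 10-cycle baseline, 23 nl cpd added, kinetic Ca read 180 s; agonist hits = positive Ca response.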
TRHR ag: qHTS for Small Molecule Agonists and Allosteric Enhancers of Human TRH Receptor: Primary Screen for Agonists | TRHR cells, calcium flux fluo-8, FDSS agonist mode | activation, % at 2 µM | 360,000 compounds, 0.18% hits | AID 493084, 2011; in the data active means activation above about 30%; further: 0% is about no effect
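Steps: seed TRHR cells overnight; add fluo-8 no-wash Ca dye, RT 30 min–1.5 h; record 10 s baseline; pin-transfer compounds; monitor fluorescence 1 cycle/s for the agonist window. Calcium increases flag candidate agonists.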
USP1-UAF1 inh: Inhibitors of USP1/UAF1: Primary Screen | Ubiquitin carboxyl-terminal hydrolase 1 (Homo sapiens), O94782 | recombinant USP1/UAF1, Ub-Rhodamine cleavage fluorescence | Potency, µM (highest dose often 57.1 µM), inactives show at the top dose activity change, negative = inhibition, usual class: inhibitors | 390,000 compounds, 0.23% hits; further: potency means the concentration at half of the fitted maximal effect; on the % scale 0 is the no-effect control and ±100 the full control effect; nearly all actives have a fitted effect of over 60% in size; inactives centre near -12
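USP1/UAF1 complex (1 nM) preincubated 15 min at room temperature with compound, then Ub-Rho substrate (150 nM final) added. Kinetic fluorescence at 480/540 nm over 6 reads at 60 s intervals; 50 mM HEPES pH 7.8, 0.5 mM EDTA, 0.1 mg/ml BSA, 1 mM TCEP, 0.01% Tween-20.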
mIDH1 inhibitor: qHTS for Inhibitors of mutant isocitrate dehydrogenase 1 (IDH1): qHTS; IDH1-R132H enzyme, NADPH consumption, diaphorase/resazurin fluorescence; 390,000 compounds, 0.093% hits; Potency, µM (titrated, usually from 76.6 µM), for inactives: at the top dose activity change, negative = inhibition, hits mostly inhibitors; AID 602179, 2012; further: potency means the concentration at half of the fitted maximal effect; on the % scale 0 is the no-effect control and ±100 the full control effect; nearly all actives have a fitted effect of over 65% in size
Target sequence (O75874 whole entry R132H, stated change not applied): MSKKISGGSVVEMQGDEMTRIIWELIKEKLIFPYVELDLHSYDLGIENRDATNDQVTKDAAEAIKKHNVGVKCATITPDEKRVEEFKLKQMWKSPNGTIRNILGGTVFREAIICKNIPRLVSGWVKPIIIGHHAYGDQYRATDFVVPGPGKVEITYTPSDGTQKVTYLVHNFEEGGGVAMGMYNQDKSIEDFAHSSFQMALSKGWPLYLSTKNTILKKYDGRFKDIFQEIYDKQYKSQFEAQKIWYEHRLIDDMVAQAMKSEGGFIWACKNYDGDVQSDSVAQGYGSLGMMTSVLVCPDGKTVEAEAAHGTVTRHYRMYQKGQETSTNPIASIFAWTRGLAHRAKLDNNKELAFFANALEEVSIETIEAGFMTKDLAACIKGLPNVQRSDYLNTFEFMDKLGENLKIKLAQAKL
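IDH1-R132H (0.5 ug/mL) preincubated 30 min with compound, then NADPH (0.016 mM) and alpha-KG (2 mM) added; 80 min at RT, pH 7.5. Remaining NADPH coupled via diaphorase/resazurin to fluorescence (540/590 nm); concentration-response curves normalized to no-enzyme control.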
Starred values were filed as active, the others as inactive; ? = inconclusive; . = no result given; [ ] = remark or other dose. Unless noted, the call rests on the fitted dose curve; in most records, active means well fitted inhibition curve with a large enough effect; inconclusive means small, poorly fitted or top-dose-only effect; inactive means no such curve, though single readings can be large or run the other way.

Each structure is followed by: mIDH1 inhibitor	D2 antag	USP1-UAF1 inh	TrxR1 substrate	TRHR ag	D2 agonist	TRHR enhancer	rTrxR1 inhibitor	PI4K2A block
1) COc1ccc(CCNC(=O)c2c(C)oc3ncn(CC(C)C)c(=O)c23)cc1OC
  -16%	.	-24%	1%	-0.2	-0.6	10	19%	5
2) COc1cc(NC(=O)COC(=O)c2ccc([N+](=O)[O-])s2)cc(OC)c1OC
  -7%	.	?	-7%	.	.	.	-10%	-4
3) CCc1ccccc1NC(=O)Cn1nc(CC)n2c(cc3sccc32)c1=O
  7%	.	-6%	1%	-0.2	-0.7	3	21%	0
4) COC(C(=O)Nc1c(F)cccc1F)c1ccccc1 (stereo unspecified)
  5%	8	-8%	-1%[57.1 µM]	0.2	-0.3	3	9%[57.1 µM]	-1
5) CCC/C(C#Cc1ccsc1)=C1/c2ccccc2C(=O)N1c1ccccc1
  -10%	.	-17%	-2%	.	.	.	-30%	-7
6) COc1ccc2c(c1)OC[C@H]1[C@H]2N2C(=O)c3cc(OC)c(OC)cc3NC(=O)[C@@]2(C)[C@H]1c1ccccc1
  0%[38.3 µM]	10	-25%	2%	0.8	1.2	2	10%	-9
7) Cc1ccc(-n2ncc3c(=O)n(CC#N)cnc32)cc1
  8%	10	-2%	9%[57.1 µM]	0.1	0.2	1	14%[57.1 µM]	0
8) CCOc1ccc(CCNC(=O)c2cccc(N3CCCC3=O)c2)cc1OCC
  -4%	-10	-18%	15%[57.1 µM]	-0.1	-1.3	-4	14%[57.1 µM]	2
9) CCOc1ccc(CCNC(=O)CS(=O)Cc2nc(-c3ccc(OC)c(OC)c3)oc2C)cc1OCC (stereo unspecified)
  -4%	9	-10%	-2%	0.5	-1.1	-1	0%	-1
10) COc1cccc(OCc2nnc(-c3cccs3)o2)c1
  .	-20	.	.	-0.4	-1.9	11	.	.
11) Brc1ccc2nc(-c3ccccc3)c(Nc3ccc4c(c3)OCO4)n2c1
  -8%	.	-15%	2%	0.9	0.5	3	8%	-7
12) Cc1ccc(N2C(=O)N(CC(=O)NC(c3ccccc3)c3ccccc3)C(=O)C2C)cc1 (stereo unspecified)
  0%	-1	-20%	-2%[57.1 µM]	0.6	16	-9	18%[57.1 µM]	1
13) CSc1nn(Cc2ccc(F)cc2)c(N(C(C)=O)C(C)=O)c1S(=O)(=O)c1ccccc1
  -11%	.	-11%	5%	-0.2	-0.4	3	-7%	13
14) O=C(NCc1ccc(Cl)cc1)c1ccc(CS(=O)Cc2cccc(Cl)c2)o1 (stereo unspecified)
  -7%	9	-27%	1%	-0.3	-1.3	-4	16%	-1
15) Cc1ccccc1CNC(=O)c1cc2ccccc2o1
  3%	.	0%	3%	.	.	.	8%	-2
16) O=C(COc1ccc(F)cc1Br)N1CCN(S(=O)(=O)/C=C/c2ccccc2)CC1
  6%	4	-17%	-7%	0.3	2.7	-2	6%[57.1 µM]	-1
17) COc1cc(S(=O)(=O)n2ccnc2)ccc1Br
  -1%	22	-8%	4%	0.7	0.4	-1	13%	-4
18) Cc1cc(C)c(S(=O)(=O)c2ccc(C(C)(C)C)cc2)c(Cl)n1
  -4%	-8	-16%	-1%	0.0	-0.5	9	23%	0
19) Cc1cccc(Cn2nnc3c2C(=O)c2ccccc2C3=O)c1
  1%	-16	?	-5%	-0.2	0.9	-16	6%	3
20) COc1ccc(N(C(=O)c2ccco2)C(C(=O)NC2CCCC2)c2ccco2)cc1OC (stereo unspecified)
  -9%	9	2%	-6%	-1.6	0.4	8	1%	-4

Two entries from above, as labelled records:
#1 COc1ccc(CCNC(=O)c2c(C)oc3ncn(CC(C)C)c(=O)c23)cc1OC
  mIDH1 inhibitor: -16% | D2 antag: . | USP1-UAF1 inh: -24% | TrxR1 substrate: 1% | TRHR ag: -0.2 | D2 agonist: -0.6 | TRHR enhancer: 10 | rTrxR1 inhibitor: 19% | PI4K2A block: 5

#20 COc1ccc(N(C(=O)c2ccco2)C(C(=O)NC2CCCC2)c2ccco2)cc1OC (stereo unspecified)
  mIDH1 inhibitor: -9% | D2 antag: 9 | USP1-UAF1 inh: 2% | TrxR1 substrate: -6% | TRHR ag: -1.6 | D2 agonist: 0.4 | TRHR enhancer: 8 | rTrxR1 inhibitor: 1% | PI4K2A block: -4

3 of the entries above in order of their number in USP1-UAF1 inh, falling.
nr	SMILES	D2 antag	USP1-UAF1 inh	TrxR1 substrate	TRHR enhancer	rTrxR1 inhibitor	PI4K2A block
11	Brc1ccc2nc(-c3ccccc3)c(Nc3ccc4c(c3)OCO4)n2c1	.	-15%	2%	3	8%	-7
16	O=C(COc1ccc(F)cc1Br)N1CCN(S(=O)(=O)/C=C/c2ccccc2)CC1	4	-17%	-7%	-2	6%[57.1 µM]	-1
6	COc1ccc2c(c1)OC[C@H]1[C@H]2N2C(=O)c3cc(OC)c(OC)cc3NC(=O)[C@@]2(C)[C@H]1c1ccccc1	10	-25%	2%	2	10%	-9

Additional compounds:
Each structure is followed by: mIDH1 inhibitor	D2 antag	USP1-UAF1 inh	TrxR1 substrate	TRHR ag	D2 agonist	TRHR enhancer	rTrxR1 inhibitor	PI4K2A block
21) O=C(Cc1ccc(Cl)cc1)N/N=C/c1cccc(O)c1
  4%	29	-12%	-2%	-0.8	-3.1	-1	11%	4
22) COC(=O)[C@@]1(C)[C@H]2C(=O)N(Cc3ccccc3)C(=O)[C@H]2[C@H]2CN=C(SCc3ccc(C#N)cc3)N21
  0%[38.3 µM]	.	-32%	4%	.	.	.	44%[activator]	-5
23) Cc1cc(NC(=O)CCNS(=O)(=O)c2ccc3[nH]c(=O)oc3c2)ccc1Br
  -11%	13	-13%	-4%	0.1	0.7	0	13%	-2
24) COc1ccc2oc(/C=C/N(C)C)c(C(=O)c3ccc(Cl)cc3)c2c1
  3%	6	-25%	-16%	-0.8	-0.9	3	?	5
25) CC(=O)Nc1ccc(NC(=O)C2CCN(c3ccc(C(F)(F)F)cn3)CC2)cc1
  8%	-19	-14%	-3%[57.1 µM]	0.8	-0.3	-3	8%[57.1 µM]	-19
26) COC(=O)Cn1nc(C)c2ccccc2c1=O
  -6%	-1	-20%	-1%	0.4	-1.6	-8	1%	2
27) FC(F)(F)c1ccccc1C1C2=C(Nc3ncnn31)c1ccccc1CCC2 (stereo unspecified)
  .	15	.	.	-0.5	1.2	-5	.	.
28) CN(C)c1ccc(C(CNC(=O)c2ccccc2F)N2CCc3ccccc32)cc1 (stereo unspecified)
  0%	.	-14%	1%[57.1 µM]	-0.8	-2.5	-3	?	-2
29) Cc1cc2c(cc1S(=O)(=O)N1CCN(c3ccccc3)CC1)OCCN2C
  9%	18	-16%	-6%[57.1 µM]	-0.1	3.6	-4	19%[57.1 µM]	2
30) O=C(COc1ccccc1[N+](=O)[O-])Nc1ccc2oc(=O)ccc2c1
  -4%	0	-12%	2%	0.5	-1.1	1	23%	-2
31) CCOc1cccc(C2C(C(=O)c3ccc(C)o3)=C(O)C(=O)N2CCCn2ccnc2)c1 (stereo unspecified)
  -4%	-7	-19%	-4%	0.4	0.1	-4	-10%	-13
32) COc1cccc(CN(Cc2cccnc2)S(=O)(=O)c2ccc(-n3cnnn3)c(C)c2)c1
  5%	3	-27%	18%	-0.5	0.6	3	28%	-8
33) CC(=O)Nc1ccc(NC(=O)CSc2ncc(C(=O)Nc3ccccc3)c(=O)n2C)cc1
  8%	-9	-7%	1%	1.0	0.8	4	0%	0
34) COc1ccc(CN(C)C(=O)c2ccc(OCC(=O)N3CCOCC3)c(OC)c2)cc1
  2%	-19	-11%	-4%	-0.3	0.9	-3	-9%	5

2 entries from above, as a markdown table:
| nr | mol | mIDH1 inhibitor | D2 antag | USP1-UAF1 inh | TrxR1 substrate | TRHR ag | D2 agonist | TRHR enhancer | rTrxR1 inhibitor | PI4K2A block |
| --- | --- | --- | --- | --- | --- | --- | --- | --- | --- | --- |
| 28 | CN(C)c1ccc(C(CNC(=O)c2ccccc2F)N2CCc3ccccc32)cc1 (stereo unspecified) | 0% | . | -14% | 1%[57.1 µM] | -0.8 | -2.5 | -3 | ? | -2 |
| 29 | Cc1cc2c(cc1S(=O)(=O)N1CCN(c3ccccc3)CC1)OCCN2C | 9% | 18 | -16% | -6%[57.1 µM] | -0.1 | 3.6 | -4 | 19%[57.1 µM] | 2 |

Compound activity deposited in PubChem by National Center for Advancing Translational Sciences (NCATS).
